Platelet DG rel – platelet dense granule release activity; inhibition, %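 (compounds screened at 7.5 µM in platelet-rich plasma)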; AID 1663; human platelet-rich plasma, SFLLRN dense granule ATP release, luminescence; 300,000 tested, 0.22% active;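 active = mean replicate score, as percent of positive control, at or above 50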
TRPC6 inh – blocks the mouse TRPC6 cation channel | HEK293-TRPC6, membrane potential dye, ACh-evoked depolarization; stronger effect = lower value | B-score at 10 µM | 310,000 tested, 1.1% active | Q61143 | AID 2553;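 active = B-score under library mean minus 3 SD, initial fluorescence not abnormally high, positive integrated signal ratio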;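 note: B-score derived from integrated fluorescence ratio over the kinetic read; more negative B-score means stronger inhibition of depolarization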
Target sequence (Q61143 whole entry, looked up): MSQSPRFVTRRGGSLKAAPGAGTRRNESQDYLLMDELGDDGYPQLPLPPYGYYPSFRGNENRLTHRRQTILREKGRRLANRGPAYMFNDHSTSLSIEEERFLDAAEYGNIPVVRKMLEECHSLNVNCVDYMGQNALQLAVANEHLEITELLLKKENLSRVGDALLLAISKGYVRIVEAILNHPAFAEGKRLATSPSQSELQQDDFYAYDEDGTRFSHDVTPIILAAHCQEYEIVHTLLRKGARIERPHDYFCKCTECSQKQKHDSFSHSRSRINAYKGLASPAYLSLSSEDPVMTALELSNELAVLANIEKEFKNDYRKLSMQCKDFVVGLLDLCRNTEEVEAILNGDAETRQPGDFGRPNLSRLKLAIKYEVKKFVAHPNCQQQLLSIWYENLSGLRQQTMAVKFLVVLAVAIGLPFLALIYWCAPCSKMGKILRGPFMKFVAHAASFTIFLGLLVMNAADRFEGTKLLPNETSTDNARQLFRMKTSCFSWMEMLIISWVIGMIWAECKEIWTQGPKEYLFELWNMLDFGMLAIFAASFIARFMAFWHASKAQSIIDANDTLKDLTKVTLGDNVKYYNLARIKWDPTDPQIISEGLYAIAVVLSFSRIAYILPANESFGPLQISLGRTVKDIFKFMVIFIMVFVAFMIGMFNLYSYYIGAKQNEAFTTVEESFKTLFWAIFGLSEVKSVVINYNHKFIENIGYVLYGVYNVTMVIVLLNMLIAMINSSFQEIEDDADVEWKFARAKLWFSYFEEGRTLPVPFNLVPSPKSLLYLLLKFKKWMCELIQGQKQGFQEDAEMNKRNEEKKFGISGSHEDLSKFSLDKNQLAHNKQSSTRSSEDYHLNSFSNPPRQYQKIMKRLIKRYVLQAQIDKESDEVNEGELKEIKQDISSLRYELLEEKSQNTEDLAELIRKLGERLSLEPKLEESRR
SKKanGAS inh – inhibitors of SKKanGAS S. pyogenes growth in kanamycin (SK-promoter or general growth effect); BacTiter-Glo, 6 h; inhibition, % at 7.5 µM; 300,000 tested, 1.3% active;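 active = mean replicate score, as percent of positive control median, at least 50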;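 note: strain carries kanamycin resistance gene driven by streptokinase promoter and grows in 40 µg/ml kanamycin; loss of luminescence reflects streptokinase promoter inhibition or plain growth inhibition; 0% = median of DMSO wells and 100% = positive control at its reference dose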
MrgX1 PAM – allosterically activates human MrgX1 receptor signaling; Q96LB2; AID 588675; B-score at 10 µM; 310,000 tested, 0.63% active; MrgX1-HEK293, Fluo-4 calcium flux, FDSS; stronger effect = higher value;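 active = plate-corrected calcium response at least 3 library SD above typical, normal starting fluorescence, not activating the receptor alone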;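 note: compound read alongside a low EC10 to EC30 dose of BAM8-22 agonist; peak minus trough fluorescence over baseline measured at the second addition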
MrgX1 agonist – human MrgX1 receptor agonism, primary screen | Q96LB2 | MrgX1-HEK293 cells, Fluo-4 calcium fluorescence, agonist mode; stronger effect = higher value | B-score at 10 µM | 310,000 tested, 0.44% active;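 active = calcium response B-score plate-corrected fluorescence ratio at least 3 library SD, with starting fluorescence B-score inside 5 SD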
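Assay system: stable human MrgX1 HEK293 cell line. Quantity: 15,000 cells per well. Schedule: cells plated overnight, dye loaded 0.5 h 37 °C, 0.5 h room temperature. Detection: Fluo-4 NW calcium-flux fluorescence, kinetic read. Read-out basis: peak-minus-minimum fluorescence over baseline, converted to B scores. Control set: positive and negative control wells on each plate.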
MrgX1 antagonist – antagonists of human MrgX1 receptor; MRGX1-HEK293 calcium flux, Fluo-4, BAM8-22 antagonism; stronger effect = lower value; AID 588676; B-score at 10 µM; Q96LB2; 310,000 tested, 1.3% active;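 active = calcium-response B-score plate-corrected more than 3 library SD below zero, starting fluorescence within 5 deviations, no agonist response on first addition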;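 note: peak minus trough fluorescence over baseline after final BAM8-22 challenge near maximal dose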
RGS4 inh – inhibitors of human RGS4. 310,000 tested, 0.45% active. P49798. B-score at 10 µM. AID 463165. HEK293 M3R/RGS4 inducible, Fluo-4 calcium flux; stronger effect = higher value; triggered by carbachol at its EC20;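 active = B-score, a plate-corrected calcium signal, over three deviations above library mean, with baseline fluorescence within five deviations of library mean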;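 note: RGS4 expression induced by doxycycline in cells with stable M3 receptor; B-score is computed from the integrated fluorescence ratio over baseline after carbachol; higher B-score means a larger calcium signal and so more RGS4 inhibition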
HIF act – HIF pathway transcriptional activation. U2OS HRE-luciferase reporter, luminescence; normalized: DMSO 0%, desferrioxamine 100%. activation, % at 7.5 µM (by protocol). 300,000 tested, 0.32% active. AID 1910;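 active = mean activation of at least 10% of the iron chelator positive control signal, with at least half of replicates also reaching 10%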
RGS4 pot – potentiators or activators of RGS4; HEK293 M3R/inducible RGS4, carbachol calcium flux Fluo4; stronger effect = lower value; B-score at 10 µM; 310,000 tested, 0.92% active; AID 463111;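 active = B-score of the integrated calcium signal more than 4 SD below the library mean, with starting fluorescence not abnormally high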;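 note: negative B-score means reduced calcium response which marks RGS4 activation or potentiation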
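test system = M3R-expressing HEK293 line, RGS4 induced by doxycycline | probe or stimulus = carbachol at ECmax as muscarinic agonist stimulus | timing = dye loading 30 min 37 °C, buffer rest 30 min RT | signal = calcium dye Fluo4 fluorescence | evaluation = B score from integrated fluorescence ratio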
TRPC6 act – activators of mouse TRPC6 channel; Q61143; HEK293-TRPC6 membrane potential dye fluorescence; stronger effect = higher value; B-score at 10 µM; 310,000 tested, 0.13% active;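 active = B-score of the integrated fluorescence ratio above library mean plus 3 SD, and starting fluorescence ratio within library mean plus 5 SD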;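 note: higher score means more depolarization so channel activation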
TRPC4 block – inhibitors of mouse TRPC4 channel; HEK293 TRPC4beta/mu-opioid, DAMGO-evoked Fluo4 calcium flux; stronger effect = lower value; 300,000 tested, 0.39% active; Q9QUQ5; B-score at 10 µM; AID 2247;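 active = B-score over 3 SD under the library average, no early fluorescence shift, positive overall ratio signal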
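Assay system: HEK293 cells with stable TRPC4beta plus mu-opioid receptor expression; Probe or stimulus: DAMGO in two steps, submaximal then maximal; Dosing: single-point compound dosing; Measured by: Fluo4 calcium-dye fluorescence, kinetic read; Read-out basis: B score from integrated Fluo4 fluorescence ratio.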
Numbers without * were called inactive; i = inactive; nt = no result given.

SMILES | Platelet DG rel | TRPC6 inh | SKKanGAS inh | MrgX1 PAM | MrgX1 agonist | MrgX1 antagonist | RGS4 inh | HIF act | RGS4 pot | TRPC6 act | TRPC4 block
COC(=O)[C@@H]1C[C@H]2CC[C@H](O)C[C@H]2N1Cc1ccccc1OS(=O)(=O)c1ccc(C)cc1 | 2.0 | i | -1.4 | i | i | i | i | -0.2 | i | i | i
COc1ccc(Nc2ncc(C(=O)N3CCN(c4ccc(F)cc4)CC3)c3ccccc23)cc1 | 3.7 | i | 30.8 | i | i | i | i | -1.2 | i | i | i
O=C(O)Cc1ccc(NC(=O)C(c2ccccc2)c2ccccc2)cc1 | -1.9 | i | -6.6 | i | i | i | i | 0.2 | i | i | i
O=C(N/N=C/c1cc2c(cc1Cl)OCO2)c1ccccn1 | 12.0 | i | -1.0 | i | i | i | i | nt | i | i | i
CC(C)Oc1ccc(C(=O)Nc2c3c(nn2-c2ccccc2)CS(=O)(=O)C3)cc1 | -2.8 | i | 9.5 | i | i | i | i | -0.1 | i | i | i
COc1ccc(CCNC(=O)C/C(C)=N/NC(=O)COc2ccc(C)cc2Br)cc1OC | -3.4 | i | 1.1 | i | i | i | i | 0.6 | i | i | i
CC(C)(C)NC(=O)CN(C(=O)c1csnn1)c1ccccc1-c1ccccc1 | -4.9 | i | -10.5 | i | i | i | i | 0.6 | i | i | i
COc1cc2c(cc1OC)C(C)N(C(=O)c1ccc(Br)o1)CC2 (centres undefined) | 4.1 | i | -2.5 | i | i | i | i | 0.3 | i | i | i
O=C(c1ccccc1F)N1CCN(S(=O)(=O)c2ccc(Br)cc2)CC1 | 5.9 | i | 30.6 | i | i | i | i | 0.1 | i | i | i
Cc1ccc(NC(=O)NNC(=O)c2cccs2)cc1 | -5.8 | i | -21.4 | i | i | i | i | 0.8 | i | i | i
COc1ccccc1/C=C(\NC(=O)c1ccc(OC)c(OC)c1)C(=O)Nc1ccc([N+](=O)[O-])cc1 | 15.6 | i | -16.8 | i | i | i | i | -0.2 | i | i | i
NC(=O)c1c(NC(=O)CN2C(=O)CCC2=O)sc2c1CCCCC2 | -10.1 | i | 1.2 | i | i | i | i | 0.1 | i | i | i
Cc1ccc(NC(=O)Cn2c(=O)n(CCC(=O)NC3CCN(Cc4ccccc4)CC3)c(=O)c3ccccc32)cc1 | -2.3 | i | -3.4 | i | i | i | i | -1.2 | i | i | i
Cc1ccc(S(=O)(=O)N(C)C)cc1NC(=O)CCNC(=O)c1ccco1 | -5.0 | i | 1.9 | i | i | i | i | 0.8 | i | i | i
C=CCn1c(=O)c2ccccc2n2c(SC(C)C(=O)Nc3nc(-c4ccccc4)cs3)nnc12 (centres undefined) | -4.8 | i | 7.9 | i | i | i | i | -1.0 | i | i | i
CCn1c(SCC(=O)Nc2nnc(C)s2)nc2c(c1=O)SC(C)C2 (centres undefined) | 0.3 | i | 0.2 | i | i | i | i | 0.2 | i | i | i
Fc1ccccc1C1c2cccn2CCN1C(=S)Nc1cccc(Br)c1 (centres undefined) | 3.3 | i | 20.0 | i | i | i | i | -0.6 | i | i | i
CSc1ccccc1NC(=O)c1cccnc1 | -5.0 | i | -2.7 | i | i | i | i | 1.0 | i | i | i
Cc1ccc(S(=O)(=O)NCc2ccccc2)cc1C(=O)N1CCCCC1 | -5.9 | i | -8.3 | i | i | i | i | 0.2 | i | i | i
COc1ccc(OC)c(C2CC(=O)c3c([nH]c(C(=O)OCC4CCCO4)c3C)C2)c1 (centres undefined) | -2.3 | i | 3.3 | i | i | i | i | 1.9 | i | i | i
Cn1cnnc1SCC(=O)Nc1ccc(Cl)cn1 | -2.0 | i | -14.0 | i | i | i | i | -0.1 | i | i | i
CN(CC(=O)O/N=C(\N)c1ccccn1)S(=O)(=O)c1cc(Cl)ccc1Cl | 5.6 | i | -1.0 | i | i | i | i | -0.1 | i | i | i
CC(C)c1nnc(NC(=O)CCC(=O)NC2CCCCCCC2)s1 | 21.1 | i | 1.5 | i | i | i | i | -0.5 | i | i | i
COc1cccc(-c2cccc(NC(=O)C3CCN(Cc4ccon4)CC3)c2)c1 | -0.1 | i | -2.7 | i | i | i | i | 1.6 | i | i | i
CC(=O)C(Cc1cnc(Cl)s1)(Cc1cnc(Cl)s1)C(C)=O | 2.2 | i | 1.9 | i | i | i | i | 1.2 | i | i | i
O=C(OC1CCOC1=O)c1cc(Cl)ccc1[N+](=O)[O-] (centres undefined) | 20.2 | i | -1.5 | i | i | i | i | -12.9 | i | i | i
O=C(c1oc(=O)c2ccccc2c1-c1ccccc1)N1CCN(C2CCCCC2)CC1 | 7.3 | i | 4.2 | i | i | i | i | 0.2 | i | i | i
COc1ccccc1NC(=O)CCCc1nc(-c2ccc(OC)c(OC)c2)no1 | 32.2 | i | -9.5 | i | i | i | i | -0.1 | i | i | i
COC/C=C/C1=CC2=CC(=O)C(C)(OC(=O)c3cnc4ccccc4n3)C(=O)C2=CN1CC1CC1 (centres undefined) | -2.3 | i | 1.0 | i | i | i | i | -0.7 | i | i | i
O/N=C(/CN(O)/C=C1/C=CC=N1)c1cccs1 | nt | i | 2.7 | i | i | i | i | -0.1 | i | i | i
O=C1NC2(CCCCC2)C(=O)N1CCN1C(=O)c2ccccc2C1=O | -0.7 | i | -2.0 | i | i | i | i | -0.1 | i | i | i
O=C(CCS(=O)(=O)c1ccc(Cl)cc1)Nc1nnc(-c2ccco2)o1 | 3.0 | i | -1.8 | i | i | i | i | 0.2 | i | i | i
CC1CCN(S(=O)(=O)c2ccc3c(ccn3CCC(=O)NC(C)C)c2)CC1 | -4.8 | i | 0.8 | i | i | i | i | nt | -7.88* | i | i
Cc1ccc(C(=O)NCC(=O)OC(C)C(=O)Nc2ccc(N(C)C)cc2)s1 (centres undefined) | -3.3 | i | nt | i | i | i | i | 0.0 | i | i | i
COc1ccc(NC(=O)/C=C/c2ccccc2)cn1 | -4.3 | i | -0.5 | i | i | i | i | 2.7 | i | i | i
C=CCOC(=O)C1=C[C@@H](c2csc3ccccc23)[C@H](CCCO)[C@@H](OCC)O1 | -2.9 | i | 0.9 | i | i | i | i | -0.6 | i | i | i
COc1cc(NC(=O)CSc2nc(C)c(C)c(C)n2)cc(OC)c1 | 29.0 | i | -6.2 | i | i | i | i | -1.0 | i | i | i
CCS(=O)(=O)c1ccc(O)c(NC(=O)Nc2cccc3ccccc23)c1 | 2.1 | i | -2.9 | i | i | i | i | -0.6 | i | i | i
NS(=O)(=O)c1ccc(-c2ccc(C=O)o2)cc1 | -5.2 | i | 3.6 | i | i | i | i | -0.3 | i | i | i
O=C(Nc1cccnc1)c1ccc2nc(-c3ccccc3)c(-c3ccccc3)nc2c1 | -25.1 | i | 7.7 | i | i | i | i | -31.4 | -9.76* | i | i
COc1ccc(S(=O)(=O)N2CCOC23CCN(S(=O)(=O)c2ccccc2)CC3)cc1 | 17.7 | i | -19.9 | i | i | i | i | 0.2 | i | i | i
O=C(NCC(F)(F)F)Nc1ncccn1 | 4.0 | i | -1.4 | i | i | i | i | 2.2 | i | i | i
O=C(Nc1ccccc1C(=O)N1CCCCCC1)c1ccc(F)cc1 | 20.7 | i | -6.7 | i | i | i | i | 0.3 | i | i | i
COc1ccc(Cc2nnc(NC(=O)c3ccccc3)s2)cc1OC | -6.1 | i | -8.6 | i | i | i | i | -1.0 | i | i | i
CC(C)[C@@H]1NC(=O)c2cc([N+](=O)[O-])cc(I)c2OCC[C@@H](C(N)=O)NC(=O)[C@H](CCC(=O)O)NC1=O | 7.2 | i | 0.0 | i | i | i | i | -0.5 | i | i | i
Cc1ccc(S(=O)(=O)Nc2ccccc2CNc2c(C)n(C)n(-c3ccccc3)c2=O)cc1 | -0.4 | i | 6.1 | i | i | i | i | -0.2 | i | i | i
CC(C)(C#N)Nc1ccccc1 | -1.6 | i | -2.4 | i | i | i | i | 0.1 | i | i | i
COc1ccc(-n2nnc3c(=O)n(CC(=O)N4CCCCC4)cnc32)cc1 | -1.5 | i | -8.6 | i | i | i | i | 0.0 | i | i | i
CCn1ccnc1C(O)c1ccc(N(C)C)cc1 (centres undefined) | -2.0 | i | 5.2 | i | i | i | i | 2.0 | i | i | i
COc1ccc(-c2nc(CS(=O)CC(=O)NC3CCCc4ccccc43)c(C)o2)cc1OC (centres undefined) | -5.0 | i | 1.8 | i | i | i | i | -0.4 | i | i | i
COc1ccc(CCNC(=O)c2cc(C(=O)c3cc(C)ccc3O)cn(CCc3ccc(OC)cc3)c2=O)cc1 | 4.5 | i | 9.9 | i | i | i | i | -1.4 | -8.73* | i | i
CC(C)c1ccc(OC(=O)c2ccc3c(=O)n4c(nc3c2)CCC4)cc1 | -1.2 | i | 80.5* | i | i | i | i | 0.5 | i | i | i
CC1=C(C(=O)N2CCCCCC2)C2(CCC(C)CC2)OC1=O (centres undefined) | -4.2 | i | -0.2 | i | i | i | i | -1.2 | i | i | i
CN(C)c1ccc(C=C2C(=O)OC(C)(C(C)(C)C)OC2=O)cc1 (centres undefined) | 3.8 | i | 0.5 | i | i | i | i | -0.2 | i | i | i
COc1ccc(Cl)cc1N(CC(=O)NC(C(C)C)C(C)C)S(C)(=O)=O | -3.5 | i | 0.5 | i | i | i | i | 0.3 | i | i | i
CC(C)(C)c1ccccc1OCCN1CCCC1 | -2.2 | i | 0.2 | i | i | i | i | -0.1 | i | i | i
O=C(c1ccco1)N1CCN(C(=O)C2Cc3ccccc3CN2S(=O)(=O)c2ccc(F)cc2)CC1 (centres undefined) | -7.4 | i | -4.0 | i | i | i | i | -0.1 | i | i | i
O=C1OCC2=C1C(c1ccccc1)CC(=O)N2c1ccccc1 (centres undefined) | 10.7 | i | 3.7 | i | i | i | i | -0.2 | i | i | i
